Source: PubChem BioAssay
NCOA1 inh: inhibits human SRC1 coactivator; HEK293 GAL4-SRC1 luciferase reporter, luminescence; AID 588354; inhibition, % at 3.6 µM; 360,000 compounds, 0.12% hits;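 active = inhibition above the campaign mean plus 3 SD, with each screening campaign given its own cutoff, cut at about 60% in these data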;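 also: 0% = DMSO treated cells and 100% = gossypol at 36 µM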
NR2F2 inh: inhibitors of human COUP-TFII (NR2F2); P24468; HEK293T NGFI-A luciferase reporter, luminescence; inhibition, % at 8.6 µM; 370,000 compounds, 0.7% hits; AID 686940;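 active = inhibition above a per-plate cutoff, mean inhibition of test wells between control levels plus 3 SD, cut at about 38% in these data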;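 also: cells cotransfected with COUP-TFII expression vector driving the NGFI-A reporter; 0% = median of COUP-TF2 test wells and 100% = reporter-only cells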
Target sequence (P24468 whole entry, looked up): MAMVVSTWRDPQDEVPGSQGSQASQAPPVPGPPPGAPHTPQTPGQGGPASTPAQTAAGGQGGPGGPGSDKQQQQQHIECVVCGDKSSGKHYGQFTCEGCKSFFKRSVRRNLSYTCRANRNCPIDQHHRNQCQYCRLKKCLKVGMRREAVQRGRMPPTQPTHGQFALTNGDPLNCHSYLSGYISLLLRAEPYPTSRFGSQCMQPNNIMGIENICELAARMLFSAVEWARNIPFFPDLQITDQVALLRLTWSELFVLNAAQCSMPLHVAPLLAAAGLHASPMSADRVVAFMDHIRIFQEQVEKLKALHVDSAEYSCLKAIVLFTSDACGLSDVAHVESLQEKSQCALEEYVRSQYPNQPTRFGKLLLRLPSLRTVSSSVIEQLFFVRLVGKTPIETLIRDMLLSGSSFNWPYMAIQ
MC4R antagonist: antagonists of human melanocortin 4 receptor (MC4R) | inhibition, % at 6.5 µM | P32245 | AID 540295 | 360,000 compounds, 0.48% hits | MC4R-expressing cells, MTII-stimulated cAMP, LANCE TR-FRET;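 active = inhibition above its plate's cutoff, the mean of tested wells on that plate plus 3 SD, cut at about 29% in these data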;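 also: 0% = Melanotan II alone and 100% = Melanotan II plus saturating MCL0020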
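Material: U2OS-MC4R stable cell line | Reagent: Melanotan II challenge after compound preincubation | Doses: One concentration, 6.5 µM nominal | Incubation: 30-min compound preincubation, 1-h Melanotan II challenge, 1-h detection, room temperature | Signal: TR-FRET cAMP assay | Replicates: One well per compound, no replicates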
MC4R ag barr: agonists of human melanocortin 4 receptor (MC4R) beta-arrestin. U2OS MC4R beta-arrestin complementation, luminescence; percent of melanotan II response, DMSO zero. 360,000 compounds, 0.98% hits. AID 540308. P32245. activation, % at 8.9 µM;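 active = activation above a per-plate cutoff, the mean activation of sample wells on that plate plus 3 SD, cut at about 8% in these data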
LRH-1 inv ag: suppresses constitutive activity of human LRH-1 | O00482 | HEK293T StAR-luciferase reporter, LRH-1 transfected, 24 h | inhibition, % at 3.6 µM | 360,000 compounds, 0.13% hits | AID 602396;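 active = inhibition above the mean inhibition of all tested compounds plus 3 SD, cut at about 73% in these data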;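 also: 0% = DMSO wells and 100% = reporter-only cells lacking LRH-1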
ABHD5-PLIN5 inh: blocks binding of human ABHD5 to perilipin-5. Q00G26+Q8WTS1. Split G. princeps luciferase complementation, luminescence, 4 h. inhibition, % at 4 µM. 360,000 compounds, 0.78% hits. AID 602281;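 active = inhibition above the mean inhibition across every tested compound plus 3 SD, cut at about 22% in these data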;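 also: 0% = DMSO only wells and the 100% control is not disclosed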
SRC2 inh: human SRC2 (NCOA2) inhibition; Q15596; HEK293 GAL4-SRC2 luciferase reporter, luminescence; inhibition, % at 9 µM; 370,000 compounds, 0.17% hits; AID 651957;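 active = inhibition above the mean inhibition of all tested compounds plus 3 SD, set per campaign, cut at about 52% in these data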;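 also: 0% = DMSO treated cells and 100% = cells given Gossypol at 36 µM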
TLR9-MyD88 inh: inhibitors of human TLR9-MyD88 binding | Q9NR96+Q99836 | CHO BLA complementation TLR9-MyD88, CCF4 FRET ratio | inhibition, % at 4.98 µM | 340,000 compounds, 0.21% hits;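 active = inhibition above the mean over all tested compounds plus 3 SD, cut at about 21% in these data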;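 also: 0% = DMSO only wells and 100% = clavulanate BLA inhibitor control wells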
SRC3 inh: inhibitors of human steroid receptor coactivator 3 (SRC3); Q9Y6Q9; HEK293 GAL4-SRC3 luciferase reporter, luminescence; inhibition, % at 3.6 µM; 360,000 compounds, 0.17% hits; AID 588352;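 active = inhibition above a per-campaign cutoff, the mean of all compounds plus 3 SD, cut at about 60% in these data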;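 also: 0% = DMSO-treated cells and 100% = gossypol-treated cells at 36 µM; higher means less SRC3-driven luciferase light from the GAL4 reporter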
EBV LMP1 NFkB: Epstein-Barr LMP1 NF-kappaB reporter inhibition; LMP1-induced NF-kappaB luciferase reporter cells, luminescence; inhibition, % at 12.5 µM; 350,000 compounds, 0.69% hits; in the data active = inhibition above about 41%;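 also: 0% = neutral control wells and 100% = reference inhibitor control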
NOD2-RIPK2 inh: blocks binding of human NOD2 to RIPK2; O43353; CHO BLA complementation NOD2-RIPK2, CCF4 ratio; inhibition, % at 4.98 µM; 360,000 compounds, 0.38% hits; in the data active = inhibition above about 21%;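 also: 0% = vehicle only and 100% = reference blocker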
Target sequence (O43353 whole entry, looked up): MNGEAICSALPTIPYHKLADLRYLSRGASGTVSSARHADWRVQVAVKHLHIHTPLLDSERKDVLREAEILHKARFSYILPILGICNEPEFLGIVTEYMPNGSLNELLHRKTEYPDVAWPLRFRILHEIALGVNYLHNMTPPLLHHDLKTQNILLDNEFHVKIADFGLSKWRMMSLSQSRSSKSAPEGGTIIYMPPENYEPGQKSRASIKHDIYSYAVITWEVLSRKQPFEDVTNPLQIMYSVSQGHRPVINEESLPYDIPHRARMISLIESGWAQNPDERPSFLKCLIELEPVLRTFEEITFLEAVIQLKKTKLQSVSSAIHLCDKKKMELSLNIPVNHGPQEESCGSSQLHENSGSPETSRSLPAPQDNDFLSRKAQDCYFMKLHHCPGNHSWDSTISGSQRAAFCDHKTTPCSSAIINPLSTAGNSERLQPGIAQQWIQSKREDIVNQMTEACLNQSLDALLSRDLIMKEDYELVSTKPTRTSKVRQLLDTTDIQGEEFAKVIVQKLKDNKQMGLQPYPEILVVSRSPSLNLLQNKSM
* hit, by the source's call; · = no result given.

entry | Compound | NCOA1 inh | NR2F2 inh | MC4R antagonist | MC4R ag barr | LRH-1 inv ag | ABHD5-PLIN5 inh | SRC2 inh | TLR9-MyD88 inh | SRC3 inh | EBV LMP1 NFkB | NOD2-RIPK2 inh
1 | CCOc1ccc2c(C)c(Cl)c(=O)oc2c1 | -7 | -28 | 1 | -1.5 | -6 | 4 | -13 | 1 | -14 | 64* | -7
2 | CNC(=O)C1(C(F)(F)F)C/C(=C\CCO)CCCO1 (configuration not stated) | -28 | -2 | 9 | -1.3 | -4 | -14 | 1 | 0 | 5 | -7 | -9
3 | OCCCNc1ncnc2sc(-c3ccccc3)cc12 | -33 | 23 | 1 | 1.5 | -7 | 19 | 20 | 4 | 22 | 4 | -10
4 | O=C1N=C2N(CCN3CCCCC3)c3ccccc3N2/C1=C\c1ccc([N+](=O)[O-])s1 | 10 | 9 | 14 | 0.1 | -8 | 1 | -20 | -2 | 1 | 1 | 6
5 | Cc1ccc(OCC(=O)N(Cc2ccco2)C2CCS(=O)(=O)C2)cc1C (configuration not stated) | 9 | · | 11 | -1.2 | -23 | 10 | · | 2 | -11 | -1 | -4
6 | Cc1cc(NC(=O)CSc2nnc(Cc3ccccc3)o2)no1 | 3 | 3 | 2 | -0.1 | 8 | 0 | -25 | 6 | 6 | -1 | -2
7 | CCCCC(=O)Nc1cc([N+](=O)[O-])ccc1F | -20 | 26 | 5 | -3.9 | 5 | -4 | -9 | -4 | -4 | -1 | 9
8 | COc1ccc(CNC(=O)c2ccc3ccccc3n2)cc1OC | -2 | 28 | 0 | 0.8 | 1 | 5 | 1 | 3 | 21 | 9 | -10
9 | CCOC(=O)c1c(NC(=O)CSc2c[nH]c3ccccc23)sc2c1CCCC2 | -15 | 10 | 18 | -0.9 | -7 | -7 | -1 | 1 | -26 | -46 | 1
10 | CC1CCCCC12NC(=O)N(CC(=O)NNC(=O)c1ccc(Br)cc1)C2=O (configuration not stated) | -5 | -10 | 9 | -2.2 | -17 | -5 | 14 | 3 | 2 | -4 | -7
11 | O=C(CC1C(=O)NCCN1CC(c1ccccc1)c1ccccc1)NC1CC1 (configuration not stated) | 9 | -9 | 4 | 0.7 | -11 | -4 | -10 | -1 | -2 | -15 | -5
12 | Oc1cc2c(cc1C(c1ccc(Br)cc1)N1CCCC1)OCO2 (configuration not stated) | 6 | -20 | 8 | -0.5 | 1 | 3 | -20 | 8 | 6 | -3 | -3
13 | CCOc1ccc(NC(=S)N(CCN2CCOCC2)Cc2cc3cc4c(cc3[nH]c2=O)OCO4)cc1 | -7 | -16 | 3 | -3.7 | -26 | 2 | 2 | 0 | 4 | -1 | -1
14 | COc1cc(NC(=O)CSc2nnc(-c3ccncc3)n2C2CCCCC2)ccc1NC(=O)c1ccco1 | -14 | 11 | 16 | 0.9 | -29 | 10 | 3 | -4 | -15 | 7 | 14
15 | Cc1ccc(CNS(=O)(=O)c2c(C(=O)N3CCCCC3)c(C)n(C)c2C)cc1 | -1 | 0 | 2 | -0.8 | 2 | -1 | -23 | -8 | 7 | -10 | 5
16 | Cc1cc(F)ccc1S(=O)(=O)Nc1ccc(C(=O)N2CCCCCC2)cc1 | -9 | 1 | 6 | -1.8 | 0 | 3 | 9 | 2 | -36 | -4 | -7
17 | CCC(=O)OC1CC(C)N(C(=O)c2ccccc2)c2ccc(C)cc21 (configuration not stated) | -2 | 2 | 6 | -6.6 | -4 | -2 | -10 | -10 | 13 | 3 | -5
18 | Cc1ccc(C)c(NC(=O)Cc2ccc(S(=O)(=O)N3CCCCC3)s2)c1 | -16 | -14 | 10 | -1.4 | -14 | -1 | -3 | 4 | 23 | -4 | 0
19 | COc1ccccc1C(=O)Nc1ccnn1C1CCN(C)CC1 | 13 | 0 | 9 | -3.8 | -10 | -7 | 14 | 0 | -12 | 0 | -9
20 | O=c1cc(-c2ccsc2)oc2cc(-c3ccc4c(c3)OCO4)ccc12 | -5 | 2 | 18 | -0.2 | -7 | 2 | -6 | 3 | 8 | -4 | 0
21 | CCCCCCC(=O)N1C/C=C\C(c2ccc(OC)cc2)N(Cc2ccc(F)cc2)C(=O)C1 (configuration not stated) | -5 | 10 | 9 | 2.2 | 2 | -7 | 7 | 7 | 10 | 3 | 6
22 | Cc1ccc2c(c1)c1c3n2CCN(CC(O)CNC(C)C)C3CCC1 (configuration not stated) | 0 | 17 | 8 | 1.3 | 9 | 8 | -31 | 0 | -3 | -7 | -7
23 | Cn1cc(/C=C2/SC(=O)N(c3ccccc3)C2=O)c2ccccc21 | -68 | -13 | -5 | 7.8 | -35 | 3 | -19 | -10 | -42 | -51 | -11
24 | C=C(C)CCC(C)N1CCC(n2nccc2NC(=O)CCCc2ccccc2)CC1 (configuration not stated) | 7 | -7 | 4 | 0.2 | 7 | 1 | 14 | 1 | 5 | 0 | 7
25 | Cc1cc(S(=O)(=O)Nc2ccc(C(=O)NCC3CCCO3)cc2)ccc1F (configuration not stated) | 2 | 4 | 4 | -1.0 | -10 | 1 | -1 | · | -2 | · | 2
26 | COc1cc(C(=O)NC2CCN(C)CC2)ccc1Nc1ncc2c(n1)N(Cc1ccccc1)CCC(=O)N2C | -90 | -1 | -12 | -0.1 | -7 | 5 | -1 | -1 | 0 | -4 | -5
27 | COc1ccc(CCC(C)NCC2CCCCC2)cc1 (configuration not stated) | 5 | 10 | -3 | -1.0 | -9 | 10 | -1 | 1 | 17 | -3 | 2
28 | CCOC(=O)c1cc(NC(=O)c2cc(C)on2)cc(C(=O)OCC)c1 | 6 | 2 | -1 | 31* | 6 | -8 | -4 | -3 | -3 | 6 | 4
29 | CSc1ccc(NC(=O)NCCCN2CCC(Cc3ccccc3)CC2)cc1 | -4 | -9 | 0 | 3.6 | -2 | 5 | -10 | -6 | 10 | 2 | 4
30 | COc1ccc(C(=O)OCC(=O)NCc2ccccc2)c(OC)c1OC | 3 | 0 | 5 | -1.6 | 17 | 0 | 28 | -6 | 14 | -14 | 7

4 entries from above, with values ahead of the structure:
| nr | NCOA1 inh | NR2F2 inh | MC4R antagonist | MC4R ag barr | LRH-1 inv ag | ABHD5-PLIN5 inh | SRC2 inh | TLR9-MyD88 inh | SRC3 inh | EBV LMP1 NFkB | NOD2-RIPK2 inh | Molecule |
| --- | --- | --- | --- | --- | --- | --- | --- | --- | --- | --- | --- | --- |
| 2 | -28 | -2 | 9 | -1.3 | -4 | -14 | 1 | 0 | 5 | -7 | -9 | CNC(=O)C1(C(F)(F)F)C/C(=C\CCO)CCCO1 (configuration not stated) |
| 3 | -33 | 23 | 1 | 1.5 | -7 | 19 | 20 | 4 | 22 | 4 | -10 | OCCCNc1ncnc2sc(-c3ccccc3)cc12 |
| 4 | 10 | 9 | 14 | 0.1 | -8 | 1 | -20 | -2 | 1 | 1 | 6 | O=C1N=C2N(CCN3CCCCC3)c3ccccc3N2/C1=C\c1ccc([N+](=O)[O-])s1 |
| 5 | 9 | · | 11 | -1.2 | -23 | 10 | · | 2 | -11 | -1 | -4 | Cc1ccc(OCC(=O)N(Cc2ccco2)C2CCS(=O)(=O)C2)cc1C (configuration not stated) |

(listing goes on)
entry | Compound | NCOA1 inh | NR2F2 inh | MC4R antagonist | MC4R ag barr | LRH-1 inv ag | ABHD5-PLIN5 inh | SRC2 inh | TLR9-MyD88 inh | SRC3 inh | EBV LMP1 NFkB | NOD2-RIPK2 inh
31 | COc1ccc(-n2c(SCC(=O)C(C)(C)C)nc3c(sc(=S)n3-c3ccccc3)c2=O)c(OC)c1 | -12 | -2 | 5 | -0.5 | 15 | 0 | 19 | -5 | 9 | 5 | 0
32 | CCCCNC(=S)NCc1ccc2c(c1)cc(C)n2C | -2 | -6 | 4 | -1.7 | -3 | 2 | -19 | 0 | -24 | -2 | -7
33 | CCOC(=O)CSc1nnc(-c2cc(OC)c(OC)c(OC)c2)o1 | -16 | -2 | 12 | -2.0 | 10 | 8 | -22 | -19 | 13 | 1 | -1
34 | CCOC(=O)Cc1cc(C)[nH]c1C(=O)OCC | 2 | 2 | 9 | -3.2 | -1 | 2 | -7 | 1 | 24 | 3 | -3
35 | CCOc1cc(C(c2c(C)[nH][nH]c2=O)c2c(C)[nH][nH]c2=O)cc(Br)c1OC | 15 | -8 | -1 | 1.3 | 20 | -7 | -17 | -2 | -4 | 19 | -3
36 | COc1ccc2[nH]c(C)c(CCN(Cc3cccs3)C(=S)Nc3ccc(F)cc3)c2c1 | -9 | · | 17 | -0.5 | -18 | -5 | · | 4 | -1 | 2 | 11
37 | COC(=O)c1ccc(CN(C(=O)N2CCN(C)CC2)S(=O)(=O)c2ccc(C)cc2)cc1 | -8 | -28 | 9 | 0.4 | 3 | 11 | -26 | 1 | 11 | -1 | -6
38 | COc1ccc(N(CC(=O)NCCSc2ccccn2)S(C)(=O)=O)cc1Cl | 2 | 9 | 3 | 0.5 | 5 | 2 | 29 | 5 | -1 | -17 | -3
39 | CCOc1ccccc1NC(=O)C1CCCN(S(=O)(=O)c2cccc3nsnc23)C1 (configuration not stated) | -22 | -5 | -1 | -0.9 | -2 | 2 | -42 | -4 | 17 | -9 | -8
40 | COC(=O)c1[nH]c2ccc(C)cc2c1NS(=O)(=O)c1ccc(F)cc1 | -12 | 6 | -3 | 0.6 | -13 | 7 | -9 | 6 | 12 | -6 | -2
41 | Cc1ccccc1C1N(c2nccs2)C(=O)C2CCCN21 (configuration not stated) | -28 | 13 | -1 | -1.8 | -1 | -2 | 0 | -3 | -13 | 0 | 4
42 | Cc1ccc(S(=O)(=O)N2CCOCC2)cc1NC(=O)c1cc([N+](=O)[O-])ccc1N1CCOCC1 | -4 | 0 | 3 | -0.7 | 1 | 5 | 22 | 12 | 1 | -7 | -15
43 | COc1ccc(N2CCN(C(=O)c3ccc(CS(=O)Cc4ccc(C)cc4)o3)CC2)cc1 (configuration not stated) | -3 | 2 | 24 | -1.1 | 2 | -5 | -13 | -4 | -12 | -12 | -4
44 | Cc1nc2ccc(NC(=O)c3ccc(C)c(S(=O)(=O)N4CCOCC4)c3)cc2s1 | -43 | 24 | 5 | -1.4 | -15 | 2 | 28 | -10 | -11 | -7 | -15
45 | CCOC(=O)CNC(=O)c1nn(-c2cccc(OC)c2)c(=O)c2ccccc12 | -9 | 19 | 6 | -2.6 | 13 | -2 | -14 | -8 | -1 | -2 | -5

An excerpt from above, limited to MC4R antagonist.
No. | canonical_smiles | MC4R antagonist
43 | COc1ccc(N2CCN(C(=O)c3ccc(CS(=O)Cc4ccc(C)cc4)o3)CC2)cc1 (configuration not stated) | 24
44 | Cc1nc2ccc(NC(=O)c3ccc(C)c(S(=O)(=O)N4CCOCC4)c3)cc2s1 | 5

Only part of the results is shown; rates above refer to the full screens.
